HT1080 IDH1KD tx: kills HT-1080 cells with IDH1 knockdown. hit rate 2% among 360,000. AID 686971. Potency, µM (titrated, usually from 46.1 µM), for the others: at the top dose activity, negative = toxicity, hits mostly cytotoxic. HT-1080 IDH1 knockdown viability, ATP luminescence, 48 h;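 also: 0% = DMSO wells and -100% = cell-free medium wells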
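Using the IDH1-knockdown HT-1080 line run in the same batch and compound series as the NT line, viability after 48 h at 37 °C was determined by CellTiter-Glo luminescence and expressed as % activity.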
GLP1R ag: activates the human GLP-1 receptor; P43220; HEK293 GLP-1R CRE-luciferase, luminescence, 4-6 h; cells express a hypersensitive GLP-1R form; Potency, µM (titrated, usually from 45.6 µM), without a hit: at the top dose activation, usual class: activators; hit rate 0.007% among 380,000; AID 624172; also: % of control where 0% means no effect
Target sequence (P43220 whole entry, looked up): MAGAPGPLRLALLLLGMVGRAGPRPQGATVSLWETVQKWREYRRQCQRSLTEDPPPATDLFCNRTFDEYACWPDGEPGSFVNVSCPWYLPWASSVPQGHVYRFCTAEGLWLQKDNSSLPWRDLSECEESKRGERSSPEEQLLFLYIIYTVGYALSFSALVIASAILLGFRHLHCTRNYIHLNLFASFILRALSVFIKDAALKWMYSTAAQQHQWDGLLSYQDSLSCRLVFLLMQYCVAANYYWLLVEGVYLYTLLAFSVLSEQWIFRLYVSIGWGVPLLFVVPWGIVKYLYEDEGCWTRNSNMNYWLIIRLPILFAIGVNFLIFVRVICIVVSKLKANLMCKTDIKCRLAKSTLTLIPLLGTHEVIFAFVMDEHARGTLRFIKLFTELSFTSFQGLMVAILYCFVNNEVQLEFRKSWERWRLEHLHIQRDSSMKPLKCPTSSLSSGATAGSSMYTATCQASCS
TDP43 rescue: rescues yeast growth from TDP-43 toxicity. AID 652104. hit rate 1.8% among 410,000. Potency, µM (titrated, usually from 46.1 µM), for the others: top-dose growth rescue (activation), usual class: activators. TDP-43 expressing yeast growth rescue, BacTiter-Glo, 24 h; also: % of control where 0% means no effect; nearly all actives have a fitted effect of over 50% in size
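Yeast cells expressing TDP-43 under galactose induction are exposed to compounds for 24 hr at 30 deg C. BacTiter-Glo luminescence measures growth, so protective compounds score as activators.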
SW480 rereplic: DNA re-replication induction in SW480 cells | hit rate 1.8% among 340,000 | SW480 DNA re-replication, Hoechst DNA content imaging, 48 h | Potency, µM (top dose mostly 46.1 µM), inactives show top-dose re-replication activation, most hits filed as activators; also: % of control where 0% means no effect; nearly all actives have a fitted effect of over 55% in size
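Cells (250 per well) received 23 nL compound or DMSO by pin tool and were kept 48 hr at 37 C, 5% CO2. Nuclei were then stained with Hoechst for 40 min and scanned for DNA content.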
GLP1R cytotox: cytotoxic in the GLP-1 receptor inverse agonist counter-screen. HEK293 cAMP-luciferase reporter cells, luminescence, 24 h. Potency, µM (series often up to 38.3 µM), for inactives: at the highest dose activity change, negative = inhibition, usual class: inhibitors. hit rate 0.13% among 410,000. AID 624418;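 also: loss of luciferase light is scored as toxicity; % is scaled to controls: 0 for no effect and ±100 for the full control effect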
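MLSMR compounds, 24 hr on cells at 37 deg C/5% CO2; luminescence after luciferase reagent (12 min RT). Inhibition counted as the undesired cytotoxic outcome.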
KB-3-1 tox: KB-3-1 parental cell cytotoxicity. KB-3-1 viability, CellTiter-Glo ATP luminescence, 72 h. Potency, µM (series often up to 46.1 µM), for inactives: at the top dose activity change, negative = cytotoxic, actives largely listed as cytotoxic. hit rate 1.4% among 400,000. AID 1347075; also: % is scaled to controls: 0 for no effect and ±100 for the full control effect; nearly all actives have a fitted effect of over 60% in size
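Parental KB-3-1 adenocarcinoma cells in phenol-red-free DMEM with 10% FBS were pin-treated with compounds at several concentrations, incubated 72 h at 37 °C, and viability read by CellTiter-Glo luminescence; concentration-effect curves were fitted after normalization.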
HT1080-NT tox: kills 2HG-producing HT-1080-NT fibrosarcoma cells; HT-1080-NT fibrosarcoma viability, CellTiter-Glo ATP luminescence, 48 h; Potency, µM (series often up to 46.1 µM), for inactives: at the highest dose activity, negative = less viability, hits mostly cytotoxic; hit rate 1.6% among 360,000; AID 686970;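 also: NT is the 2HG producing partner of a matched IDH1 knockdown line; 0% = DMSO-treated cells and -100% = media-only wells without cells; nearly all actives have a fitted effect of over 55% in size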
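Toxicity toward the 2HG-producing NT line was scored as %Activity, normalised to DMSO and no-cell wells, from CellTiter-Glo luminescence after 48 hours' treatment.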
GLP-1R inv ag: acts as inverse agonist at human GLP-1 receptor | hit rate 1.6% among 410,000 | Potency, µM (series often up to 38.3 µM), for inactives: at the top dose activity change, negative = inhibition, hits mostly inhibitors | HEK293 GLP-1R CRE-luciferase, luminescence, 24 h; GLP-1R form is constitutively active; also: % is scaled to controls: 0 for no effect and ±100 for the full control effect; nearly all actives have a fitted effect of over 55% in size
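HEK293 cells stably co-expressing constitutively active GLP-1R and a cAMP-responsive luciferase reporter were seeded in DMEM with 10% Nu serum, given compounds after 12 h, and incubated 24 h at 37 deg C. Luminescence was then read.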
KB-V1 cytotox: kills drug-selected multidrug resistant KB-V1 cells. KB-V1 MDR cells viability, CellTiter-Glo, 72 h. Potency, µM (series often up to 46.1 µM), for inactives: top-dose activity change, negative = cytotoxicity, actives largely listed as cytotoxic. hit rate 3.4% among 400,000. AID 1347076; also: % is scaled to controls: 0 for no effect and ±100 for the full control effect; nearly all actives have a fitted effect of over 60% in size
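qHTS viability screen in drug-selected KB-V1 MDR cells: 72 h compound treatment at 37 degrees C, ATP luminescence end point.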
* = called active by the depositor; ? = inconclusive; . = not tested or not shown; & = joins results of further samples; [ ] = remark or other dose. Calls follow the shape of the dose curve; as a rule, active = well fitted curve in the direction sought with a large enough effect; inconclusive = small, poorly fitted or top-dose-only effect, or another doubt; inactive = no such curve, though single readings can be large; an effect the other way counts as inactive or inconclusive. Potency is read from the fitted curve at half-maximal effect.

compound,HT1080 IDH1KD tx,GLP1R ag,TDP43 rescue,SW480 rereplic,GLP1R cytotox,KB-3-1 tox,HT1080-NT tox,GLP-1R inv ag,KB-V1 cytotox
C=CCNC(=O)CSc1nnc(-c2ccccc2Br)n1-c1cccc(C(F)(F)F)c1,-17.5%,-2.3%,25.7%,2.2%,-25.9%,?,-5.8%,?,?
Cc1ccc2nc(CSc3nnc(-c4ccco4)n3-c3ccccc3)cc(=O)n2c1,-9.3%,10.0%,-21.7%,24.0%,3.4%,-14.7%,-0.7%,0.0%,10.3µM*
O=C(N/N=C/c1cccnc1)c1cc(-c2ccccc2)nc2ccccc12,-22.8%,14.0%,-5.6%,-1.7%,0.2%,3.1%,?,1.2%,22.8%
Cc1nn(CC(=O)N2CCOCC2)c(=O)c2c1sc1ccccc12,6.7%,2.6%,0.7%,-3.4%,0.6%,3.4%,5.9%,15.1%,-3.8%
O=C(Nc1ccc(F)cc1)c1ccc2ncsc2c1,0.0%,-3.3%,25.1µM*,-7.2%,1.2%,1.5%,20.8%,27.0%,7.1%
Cc1ccc(N2CCN(S(=O)(=O)c3cc(Br)cc4c3N(C(=O)C3CC3)CC4)CC2C)cc1 (stereo not given),.,-0.7%,10.3%,.,-0.8%,1.3%,.,-2.8%,1.5%
O=C(O)C1CCCCC1C(=O)N1CCCC1 (stereo not given),18.7%,0.0%,-8.0%[9.22 µM],-2.1%,2.5%,9.1%,16.1%,13.7%,25.5%
CC1CN(C(=O)CCC(=O)NC(C)c2ccccc2)c2cc(Cl)ccc2O1 (stereo not given),-7.2%,15.6%,21.0%,-16.4%,1.7%,23.6%,-3.9%,?,0.0%

Additional entries follow.
compound,HT1080 IDH1KD tx,GLP1R ag,TDP43 rescue,SW480 rereplic,GLP1R cytotox,KB-3-1 tox,HT1080-NT tox,GLP-1R inv ag,KB-V1 cytotox
CCOC(=O)N1CCN(S(=O)(=O)c2ccc3c4c(cccc24)C(=O)N3)CC1,-11.1%,6.1%,15.0%,12.9%,46.1%[activator],-4.8%,-8.1%,86.6%[activator],?
CCN(CC)CCCN=Cc1c(-c2ccccc2)[nH]n(-c2nc3ccccc3s2)c1=O,-1.0%,0.0%,-2.3%,0.0%,-5.9%,-1.6%,-2.5%,32.1%,0.7%
CCc1ccc(S(=O)(=O)N2CCN(Cc3ccco3)CC2)cc1,10.8%,0.6%,-6.5%,0.8%,-22.7%,-13.7%,9.0%,?,?
Cc1ccccc1C(=O)N1CCN(S(=O)(=O)c2cccs2)CC1,8.2%,3.4%,0.0%,-3.2%,7.4%,.,5.8%,7.1%,.
CN(C(=O)C(C)(C)C)c1ccc(OCC(=O)N2CCc3ccccc3C2)cc1,-28.9%,17.5%,-10.0%,1.8%,2.4%,?,?,-17.8%,4.61µM*
O=S(=O)(/C=C/c1ccccc1)N1CCN(c2cccc(Cl)c2)CC1,?,14.7%,-8.3%,4.2%,12.4%,3.0%,-10.2%,0.0%,-2.6%
Cc1ccc(N=C(NOC(=O)c2ccccc2)c2nonc2N)c(C)c1,-8.6%,-0.1%,5.8%,-13.8%,15.0%,?,-4.8%,?,?
O=C(CCOc1ccccc1)Nc1ccccc1[N+](=O)[O-],9.6%,7.3%,4.3%,-4.9%,-10.2%,-2.7%,16.2%,11.2%,18.0%

Some of the entries above in a different format:
Molecule: CCN(CC)CCCN=Cc1c(-c2ccccc2)[nH]n(-c2nc3ccccc3s2)c1=O
  HT1080 IDH1KD tx = -1.0%
  GLP1R ag = 0.0%
  TDP43 rescue = -2.3%
  SW480 rereplic = 0.0%
  GLP1R cytotox = -5.9%
  KB-3-1 tox = -1.6%
  HT1080-NT tox = -2.5%
  GLP-1R inv ag = 32.1%
  KB-V1 cytotox = 0.7%

Molecule: CCc1ccc(S(=O)(=O)N2CCN(Cc3ccco3)CC2)cc1
  HT1080 IDH1KD tx = 10.8%
  GLP1R ag = 0.6%
  TDP43 rescue = -6.5%
  SW480 rereplic = 0.8%
  GLP1R cytotox = -22.7%
  KB-3-1 tox = -13.7%
  HT1080-NT tox = 9.0%
  GLP-1R inv ag = ?
  KB-V1 cytotox = ?

Next part:
compound,HT1080 IDH1KD tx,GLP1R ag,TDP43 rescue,SW480 rereplic,GLP1R cytotox,KB-3-1 tox,HT1080-NT tox,GLP-1R inv ag,KB-V1 cytotox
COc1ccc2sc(NC(=O)c3ccco3)nc2c1,-20.3%,-5.1%,-5.2%,-8.2%,5.6%,-18.5%,?,?,?
Cc1ccc(Cn2c(C)c(CNCC(C)c3ccccc3)c(C(=O)O)c2C)cc1 (stereo not given),.,.,-4.9%,.,-1.0%,11.9%,.,-5.0%,?
CCCCC(CC(C)O)c1n[nH]c(=S)n1-c1ccccc1 (stereo not given),-4.8%,2.4%,-11.2%,-3.6%,-9.3%,-16.1%,-3.2%,12.0%,-2.6%
Cc1ccc(/C=c2\s/c(=C(/C#N)C(=O)N3CCCC3)n(Cc3ccco3)c2=O)s1,-1.7%,7.0%,-3.3%,6.1%,2.7%,-0.1%,-1.1%,7.3%,-18.2%
O=C(CN1CCCSc2ccccc21)N1CCN(S(=O)(=O)c2ccccc2)CC1,-12.3%,-3.0%,?,-3.7%,10.8%,-9.6%,2.1%,-26.4%,?
CCCCN(C)c1c(C)nc2ccc(C(=O)Nc3cc(-c4ccccc4)ccc3OC)cn12,?,1.1%,-64.9%[inhibitor],.,4.9%,0.0%,?,?,0.4%
COc1ccc(CCNC(=O)c2nnn(CC(=O)Nc3ccc(C)cc3C)c2N)cc1OC,?,-2.9%,-9.6%,7.2%,-26.0%,?,?,7.5%,29.9%
CC(C)CCn1c(SCC(=O)OCn2nnc3ccccc3c2=O)nc2ccccc2c1=O,2.3%[9.24 µM],10.1%,-13.0%,-2.0%,2.7%,-20.0%,-21.3%,1.7%,-23.6%

Continued:
Every second line gives: HT1080 IDH1KD tx | GLP1R ag | TDP43 rescue | SW480 rereplic | GLP1R cytotox | KB-3-1 tox | HT1080-NT tox | GLP-1R inv ag | KB-V1 cytotox
CCOc1ccc(C(=O)Nc2ccc(C(F)(F)F)n(C)c2=O)cc1
→ 27.3% | 1.9% | -21.5% | -8.2% | 4.0% | 21.1% | ? | 2.8% | -3.2%
COCc1nnc(NC(=O)c2ccc(S(=O)(=O)N3CCCc4ccccc43)cc2)o1
→ 20.6µM* | 2.3% | ? | ? | ? | ? | 14.6µM* | ? | ?
CN(CC(=O)Nc1ccc(S(N)(=O)=O)cc1)Cc1ccccc1F
→ 4.3% | 9.4% | . | 21.4%[1.84 µM] | 2.9% | 1.7% | 9.1% | 5.4% | 13.4%
Cc1cccc2c1Sc1ccccc1CC2=O
→ -0.4% | 13.8% | -31.9%[inhibitor] | -0.2% | -2.1% | 0.0% | 1.1% | -3.3% | 0.8%
COc1ccc(OC)c(NC(=O)Nc2ccc3c(c2)CCC3)c1
→ -8.5% | 4.3% | 26.4% | 5.9% | 2.0% | 8.8% | 4.6% | ? | 0.6%
Cc1c(C(=O)N(Cc2ccc(N(C)C)cc2)CC2CCCO2)oc2ccccc12 (stereo not given)
→ -9.9% | 30.0% | -19.4%&-6.8% | -20.8% | 1.1%&-0.7% | -3.2% | -6.8% | 10µM* | -6.8%
Cc1ccc(Cn2c(=N)n(CC(O)c3ccco3)c3ccccc32)cc1 (stereo not given)
→ ? | -16.2% | -21.5% | -4.2% | ? | ? | ? | ? | ?
CC1=C(C(=O)OC(C)C)C(c2ccc(Cl)cc2)n2c(sc(=Cc3ccc(OCC(=O)O)cc3)c2=O)=N1 (stereo not given)
→ 9.3% | -1.2% | 7.1% | . | 3.7% | 0.0% | -3.3% | 26.3% | 14.0%
O=c1c2c([nH]c3ccccc13)C(=C1CCCC1)CC2
→ 1.4% | 8.6% | -13.1% | 2.4% | -0.3% | -5.9% | 6.1% | 22.8% | 0.0%
O=C(Nc1ccc(Cl)cc1)OCc1cncs1
→ -0.4%[9.24 µM] | 14.7% | ? | -8.2% | -4.8% | 0.0% | -6.5% | -3.2% | ?
O=C(Cn1nnc(-c2cccs2)n1)Nc1ccccc1C(F)(F)F
→ ? | 4.3% | -3.2% | -1.9% | 1.1% | 7.6% | -20.4% | 0.7% | -4.6%
CCc1c(C)nc2[nH]nc(-c3ccccc3C)n2c1=O
→ -9.8% | -24.7% | -5.3% | -2.8% | -24.3% | -0.4% | -5.3% | 1.9% | 15.1%
CC1=C(C(=O)Nc2ccccc2)C(C(C)C)n2nc(SCc3ccccc3C)nc2N1 (stereo not given)
→ . | -0.5% | 18.7% | . | -9.5% | 6.3% | . | 2.8% | -7.5%
O=C(Nc1ccc(O)c(-c2nc3ccccc3o2)c1)c1ccco1
→ . | -2.1% | 11.8% | . | 2.1% | 8.5% | . | -0.5% | -24.0%
Cc1nn(-c2ccccc2)c(C)c1C(=O)OCC(=O)Nc1ccccc1C(F)(F)F
→ -8.5% | 21.8% | 14.8% | -10.7% | 1.8% | -14.9% | -9.4%[9.24 µM] | ? | -4.3%
Nc1ncnc2c1ncn2[C@@H]1O[C@H](CO)[C@@H](O)[C@@H]1O
→ -1.9% | -3.9% | -8.7% | -57.0%[inhibitor] | 0.7% | -5.1% | 15.9% | 15.6% | -5.5%
CC1CCCCC12NC(=O)N(CC(=O)NC(=O)NCc1ccco1)C2=O (stereo not given)
→ -2.1% | 1.1% | 3.0% | 4.3% | 2.6% | -4.5% | 0.4% | 1.0% | -6.1%
COc1ccc(C2=NN(CN3C(=O)C(=O)c4ccccc43)C(c3cccc([N+](=O)[O-])c3)C2)cc1 (stereo not given)
→ -26.2% | 10.1% | -6.7% | 10.8% | -17.7% | ? | -20.9% | 1.1% | -4.6%
c1csc(CNc2ncnc3ccc(-c4ccoc4)cc23)c1
→ . | -11.9% | . | -5.0% | . | -7.0% | . | . | 7.0%

Assay outcomes deposited in PubChem BioAssay by National Center for Advancing Translational Sciences (NCATS).
